GluA2 TARP mod = modulators of AMPA receptor GluA2-stargazin complexes. O88602+P19491. HEK293 GluA2+stargazin, membrane potential dye (FDSS), glutamate EC50; hits were called plate by plate, in both directions. calls only at 30 µM. 40,000 tested, 3.5% active. AID 1259245;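 active = any of four per-well response measures lying three or more SD from its plate-wide compound average, in either direction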
Target sequence (O88602 whole entry, looked up): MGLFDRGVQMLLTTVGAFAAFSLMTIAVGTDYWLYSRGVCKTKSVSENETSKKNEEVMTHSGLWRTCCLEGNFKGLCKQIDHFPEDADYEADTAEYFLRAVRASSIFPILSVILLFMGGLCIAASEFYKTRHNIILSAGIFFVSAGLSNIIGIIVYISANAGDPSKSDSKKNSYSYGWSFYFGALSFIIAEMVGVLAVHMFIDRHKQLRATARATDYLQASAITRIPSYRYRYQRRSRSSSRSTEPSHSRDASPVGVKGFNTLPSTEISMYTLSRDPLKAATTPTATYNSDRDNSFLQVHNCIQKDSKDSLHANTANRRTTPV
Target sequence (P19491 whole entry, looked up): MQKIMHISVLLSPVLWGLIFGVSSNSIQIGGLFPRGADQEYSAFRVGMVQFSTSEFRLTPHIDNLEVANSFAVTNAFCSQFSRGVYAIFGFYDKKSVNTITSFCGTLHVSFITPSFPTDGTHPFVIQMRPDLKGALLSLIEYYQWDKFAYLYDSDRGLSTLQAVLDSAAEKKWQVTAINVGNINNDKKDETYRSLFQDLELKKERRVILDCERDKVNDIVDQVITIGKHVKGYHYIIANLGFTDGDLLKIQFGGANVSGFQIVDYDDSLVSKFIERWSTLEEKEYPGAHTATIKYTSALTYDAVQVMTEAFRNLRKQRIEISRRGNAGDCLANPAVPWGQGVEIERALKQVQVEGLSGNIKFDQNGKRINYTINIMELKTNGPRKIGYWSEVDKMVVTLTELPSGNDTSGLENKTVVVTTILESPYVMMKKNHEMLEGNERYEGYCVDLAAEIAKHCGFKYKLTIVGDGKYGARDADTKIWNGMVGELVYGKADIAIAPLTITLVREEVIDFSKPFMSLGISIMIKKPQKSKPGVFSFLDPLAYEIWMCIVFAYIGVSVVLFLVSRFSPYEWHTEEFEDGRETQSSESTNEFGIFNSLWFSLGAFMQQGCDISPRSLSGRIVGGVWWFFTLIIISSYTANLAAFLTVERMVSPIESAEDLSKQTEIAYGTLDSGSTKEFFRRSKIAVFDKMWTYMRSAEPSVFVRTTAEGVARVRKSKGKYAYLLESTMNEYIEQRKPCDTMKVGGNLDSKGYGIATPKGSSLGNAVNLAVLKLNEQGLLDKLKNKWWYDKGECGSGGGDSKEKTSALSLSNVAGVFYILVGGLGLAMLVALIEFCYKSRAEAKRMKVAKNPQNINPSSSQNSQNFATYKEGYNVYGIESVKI
GluA2 TARP mod agonism max-min = second read-out of GluA2 TARP mod, no call of its own (marks repeat the call); compound max-min signal; compound-alone response (agonism);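 unitless range of fluorescence divided by baseline over first 100 seconds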
GluA2 TARP mod glutamate slope = recorded beside GluA2 TARP mod, whose call it bears; glutamate slope, % of max; measured here: glutamate response slope, % max;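 scaled per plate between vehicle wells and maximal 1 mM glutamate control wells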
Starred values were filed as active, the others as inactive; i = inactive; + = active, no number. Some of the compounds tested, so the mix of outcomes need not match the whole.

molecule	GluA2 TARP mod	GluA2 TARP mod agonism max-min	GluA2 TARP mod glutamate slope
CCN1CCN(C(=O)c2cc(-c3ccc(C)cc3)nc3c2c(C)nn3C2CCS(=O)(=O)C2)CC1 (stereo not given)	i	0.104	60.2
Cn1cccc1C(CNC(=O)c1cccs1)N1CCOCC1 (stereo not given)	i	0.0781	57.0
O=C([O-])c1ccc[n+]2c(O)c(-c3ccccc3)sc12	i	0.1	68.3
Cc1ccc2sc(N3CCN(C(=O)c4ccno4)CC3)nc2c1C	i	0.0966	57.0
CSc1ccccc1C(=O)NC1CC(=O)N(C2CC2)C1 (stereo not given)	i	0.0906	56.8
Cc1ccc2sc(N(CCN3CCOCC3)C(=O)c3nc4ccccc4s3)nc2c1C	i	0.0999	43.9
CCOCCn1c(C)cn2c3c(=O)n(C)c(=O)n(C)c3nc12	i	0.171	75.3
COc1cccc(C(=O)N(CCN2CCOCC2)c2nc3c(F)cc(F)cc3s2)c1	i	0.0449	49.8
O=C(c1ccccc1F)N1N=C(c2cccs2)CC1c1ccc2nccnc2c1 (stereo not given)	i	0.137	41.2
Cc1ccc2oc(-c3ccccc3F)cc(=O)c2c1	i	0.0438	50.6
COCCCN1COc2ccc3cc(-c4ccccc4)c(=O)oc3c2C1	i	0.0379	32.4
COc1ccccc1NC(=O)N1CCN(c2cc(OC(C)C)nc(C)n2)CC1	i	0.0552	50.3
O=C(NCc1cccs1)C(=O)Nc1ccc(N2CCCS2(=O)=O)cc1	i	0.0349	36.8
COc1ccccc1CNC(=O)C(=O)NCC(C)(O)C1CC1 (stereo not given)	i	0.1	70.1
Cc1cc(C(=O)Nc2ccc(N3CCCC3=O)cc2)ccc1[N+](=O)[O-]	i	0.135	57.2
CSCCC(C)(O)CNC(=O)C(=O)NCCc1ccccc1 (stereo not given)	i	0.0892	63.2
CCOCCCNC(=O)C(=O)Nc1c2c(nn1-c1ccc(F)cc1)CS(=O)(=O)C2	i	0.0553	53.8
CC1CCN(c2ccc(N3CCN(C(=O)COc4ccccc4)CC3)nn2)CC1	i	0.111	51.0
N#Cc1ccccc1NC(=O)c1c[nH]c2c(Cl)cccc2c1=O	i	0.145	53.8
COc1ccc(/C=C2\Oc3c(ccc4c3CN(C3CC3)CO4)C2=O)cc1	i	0.053	32.0
Cc1nn(-c2ccc(F)cc2)c2ncc(C(=O)NCCc3ccccc3)c(Cl)c12	i	0.0804	49.0
Cc1nc2ccccn2c(=O)c1NC(=O)Nc1ccccc1Cl	i	0.0895	65.9
CCOc1ccc(S(=O)(=O)NCCC(O)c2ccco2)cc1C (stereo not given)	i	0.137	46.2
Cc1ccc(OCC(O)CN2CCCC2)cc1 (stereo not given)	i	0.0573	38.9
Cc1ccc(C(CNC(=O)Cc2cccc3ccccc23)N(C)C)cc1 (stereo not given)	+	0.0955*	49.1*

Other results
molecule	GluA2 TARP mod	GluA2 TARP mod agonism max-min	GluA2 TARP mod glutamate slope
O=C1OC2CC1N(C(=O)C1CC=CCC1)C2 (stereo not given)	i	0.104	51.5
CCCC(=O)Nc1ccc(S(=O)(=O)N2CCN(c3ccc4nncn4n3)CC2)cc1	+	0.16*	41.6*
CC(C)c1cc(=O)n(CC(=O)NC2CCCCC2)cn1	i	0.0807	60.3
Cc1cccc(-n2ncc3c(=O)n(CC(=O)N4CCN(c5ccccc5)CC4)cnc32)c1C	i	0.121	66.5
COc1ccccc1C(=O)CN1CCN(S(=O)(=O)c2cc(Cl)ccc2OC)CC1	i	0.0852	34.5
Cc1ccc(Cl)cc1NC(=O)CC(C)n1nc(C)c(Cl)c1C (stereo not given)	i	0.11	35.9
Cc1nn(-c2ccccc2)c(OC(=O)CCC2CCCC2)c1S(=O)(=O)c1ccccc1	i	0.0663	56.4
COc1ccc(CNC(=O)C(=O)Nc2ccc(NC(C)=O)cc2)cc1	i	0.0466	49.1
COC(=O)c1ccc(NC(=O)Cn2cc(-c3nnc(-c4ccccc4)o3)c3ccccc32)cc1	i	0.082	61.9
Cc1cn2c3c(=O)n(Cc4ccc(Cl)cc4Cl)c(=O)n(C)c3nc2n1CCO	i	0.124	66.1
COC(=O)c1ccccc1NC(=O)Cc1cc(-c2ccc3c(c2)CC(C)O3)on1 (stereo not given)	i	0.0415	36.9
Cn1nc(C2CCN(C(=O)Cn3cccc3)CC2)n(C2CCCC2)c1=O	i	0.0975	49.6
COc1ccccc1NC(=O)C(=O)NCC1CCN(S(=O)(=O)C2CC2)CC1	i	0.0713	59.5
NC(=O)c1ccc(NC(=O)Cc2csc(Nc3ccccc3)n2)cc1	i	0.104	61.2
CN1CCN(C(CNC(=O)NCCCc2ccccc2)c2cccn2C)CC1 (stereo not given)	i	0.0614	56.5
CCCOc1ccc(S(=O)(=O)Nc2ccc3c(c2)CCC(=O)N3)cc1C	i	0.0516	19.6
CC(=O)c1ccc(S(=O)(=O)NC2CCCC(O)C2)cc1 (stereo not given)	i	0.148	49.2
O=C(Nc1ccc(F)cc1)c1ccc(S(=O)(=O)N2CCCC2)o1	i	0.127	61.4
O=C(CCC1CCCCC1)NCCS(=O)(=O)N1CCN(c2ncccn2)CC1	i	0.086	56.6
CCOc1nn(CC)cc1-c1nnc(SCC(N)=O)n1CC	i	0.0494	35.3
CSc1ccc(CC(=O)Nc2nc(-c3ccccc3)cs2)cc1	i	0.0886	59.3
CCOC(=O)Cn1c(=O)c2c(nc3n2CCN3c2cc(C)ccc2OC)n(C)c1=O	i	0.0974	64.1
COc1ccc(C(=O)CSc2nccn(-c3cccc4ccccc34)c2=O)cc1	i	0.0733	65.8
O=C(Nc1nnc(Cc2cccs2)o1)c1ccc(S(=O)(=O)N2CCOCC2)cc1	i	0.0623	49.7
CNC(=O)C(=O)NCCC1CCCCN1S(=O)(=O)c1ccccc1 (stereo not given)	i	0.0963	68.6

Following part:
molecule	GluA2 TARP mod	GluA2 TARP mod agonism max-min	GluA2 TARP mod glutamate slope
COc1ccc(CC(=O)NCCN2CCN(c3ccccc3OC)CC2)cc1	i	0.0379	43.5
O=C(c1cc2ccccc2oc1=O)N1CCN(c2ccc(-c3ccc(F)cc3)nn2)CC1	i	0.0937	55.5
Cc1cc(S(=O)(=O)NCC(O)(c2ccccc2)C(F)(F)F)ccc1F (stereo not given)	i	0.189	37.0
O=C(COc1ccc(Cl)cc1Cl)N1CCN(c2ccc(N3CCCC3)nn2)CC1	i	0.117	46.2
O=c1ccc(-c2ccco2)nn1Cc1ccccc1F	i	0.0338	51.7
COc1cccc(CC(=O)NCC2CCN(C(=O)c3snnc3C)CC2)c1	i	0.0409	29.8
COc1ccc(OC)c(-c2nnc3ccc(OCCNC(=O)Nc4ccccc4)nn23)c1	i	0.128	59.6
CCS(=O)(=O)c1ccc(CC(=O)Nc2sc3c(c2C(N)=O)CCC(C)C3)cc1 (stereo not given)	i	0.0734	51.1
CCOc1ccc(NC(=O)N2CCC(c3cccs3)CC2)cc1	i	0.115	66.8
O=C(CSc1ccc(-c2ccco2)nn1)Nc1ccccc1Cl	i	0.0385	54.3
COc1ccc(Cl)cc1NC(=O)c1ccsc1	i	0.121	64.4
COC(=O)C1=C(CS(=O)(=O)c2ccc(OC)c(Cl)c2)NC(=O)NC1c1ccc(C)cc1 (stereo not given)	i	0.129	53.7
Cc1ccc(-n2c(SCC(=O)Nc3c(C)cccc3C)nc3ccccc3c2=O)cc1	i	0.0456	35.5
CCn1c(=O)c2c(nc(NCCc3ccccc3)n2C)n(C)c1=O	i	0.123	62.6
Cc1ccc(-n2nnc(-c3nc(-c4ccc(F)cc4)no3)c2N)c(C)c1	i	0.0975	53.1
CCOCC(=O)N1c2ccccc2CC1C(=O)NC (stereo not given)	i	0.0388	40.4
CCOc1ccccc1NC(=O)CSc1ccc(NC(=O)c2ccccc2)nn1	i	0.0477	52.0
COC(=O)c1ccccc1S(=O)(=O)N1CCN(Cc2nnnn2-c2ccccc2)CC1	i	0.0794	69.5
COc1ccc(-c2cc(C(F)F)n3ncc(C(=O)N4CCN(C(=O)c5ccco5)CC4)c3n2)cc1	i	0.067	27.9
COc1cc(OC)cc(C(=O)NCCN2CCOC(c3ccccc3)C2)c1 (stereo not given)	i	0.0449	24.7
CN(C1CCCCC1)S(=O)(=O)c1ccc2c(c1)OCCO2	i	0.0649	58.0
CCc1cccc(CC)c1NC(=O)c1ccc([N+](=O)[O-])cc1Cl	i	0.0558	76.1
COC(=O)c1ccc(C(=O)NCC(c2ccsc2)N(C)C)cc1 (stereo not given)	i	0.113	41.8
Cc1ccc(NC(=O)C(=O)Nc2ccc3c(c2)OCO3)cc1N1CCCC1=O	i	0.0473	46.1
CNC(=O)CN1CCN(c2nccn2-c2cccc(Cl)c2)CC1	i	0.0334	37.9

Some of the entries so far, with each value named:
COC(=O)C1=C(CS(=O)(=O)c2ccc(OC)c(Cl)c2)NC(=O)NC1c1ccc(C)cc1 (stereo not given)
- GluA2 TARP mod = i
- GluA2 TARP mod agonism max-min = 0.129
- GluA2 TARP mod glutamate slope = 53.7

CCc1cccc(CC)c1NC(=O)c1ccc([N+](=O)[O-])cc1Cl
- GluA2 TARP mod = i
- GluA2 TARP mod agonism max-min = 0.0558
- GluA2 TARP mod glutamate slope = 76.1

O=C(COc1ccc(Cl)cc1Cl)N1CCN(c2ccc(N3CCCC3)nn2)CC1
- GluA2 TARP mod = i
- GluA2 TARP mod agonism max-min = 0.117
- GluA2 TARP mod glutamate slope = 46.2

Cc1ccc(-n2nnc(-c3nc(-c4ccc(F)cc4)no3)c2N)c(C)c1
- GluA2 TARP mod = i
- GluA2 TARP mod agonism max-min = 0.0975
- GluA2 TARP mod glutamate slope = 53.1

Next part.
molecule	GluA2 TARP mod	GluA2 TARP mod agonism max-min	GluA2 TARP mod glutamate slope
CN1CCN(C=NC2=NN(c3cccc(C(F)(F)F)c3)CC2)CC1	i	0.0772	43.4
O=C(Nc1ccc(N2CCCS2(=O)=O)cc1)c1ccc(F)c(F)c1	i	0.0325	43.5
Cc1nc2ccccn2c1C(=O)Nc1ccc2c(c1)N(C(=O)c1ccco1)CC2	i	0.19	53.2
CC(C)CCNC(=O)Cc1csc(NC(=O)c2ccc[nH]c2=O)n1	i	0.0584	29.3
CS(=O)(=O)N1CCC(CNC(=O)/C=C/c2cccs2)CC1	i	0.06	48.2
COc1ccc(OC)c2sc(N(CCN3CCOCC3)C(=O)c3ccc(Cl)s3)nc12	i	0.217	58.8
COCCn1c(=O)c2c(nc(-n3nc(C)c(C)c3C)n2Cc2ccc(F)cc2)n(C)c1=O	i	0.0624	47.7
Cc1ccc(/C=C/S(=O)(=O)N2CCN(c3ccc4nncn4n3)CC2)cc1	i	0.0726	47.3
CCOc1ccc(N2CCCn3c2nc2c3c(=O)n(C/C=C/c3ccccc3)c(=O)n2C)cc1	i	0.089	23.7
COc1ccc(C)cc1NC(=O)CSc1nc2c(c(=O)[nH]1)CN(Cc1ccccc1)CC2	i	0.0949	51.8
COCCNC(=O)C(=O)NCCC1CCCCN1S(=O)(=O)c1ccc(F)cc1 (stereo not given)	i	0.105	70.8
COc1cccc(NC(=O)C(=O)NCC(c2cccn2C)N2CCc3ccccc3C2)c1 (stereo not given)	i	0.0722	57.1
Cc1ccc(CC(=O)Nc2sc3c(c2-c2nc4ccccc4s2)CCC(C)C3)cc1C (stereo not given)	i	0.0783	37.4
CCc1ccc(NC(=O)CCCn2nc(-c3ccc(OC)c(OC)c3)ccc2=O)cc1	i	0.0569	38.1
COc1cc(NC(=O)CC(C)(C)C)ccc1N1CCCCC1=O	i	0.0527	39.5
CCCCN1C(=O)CCc2cc(NC(=O)c3ccc(OC)cc3OC)ccc21	i	0.0979	54.3
COCCn1c(-n2nc(C)c(C)c2C)nc2c1c(=O)n(Cc1ccccc1F)c(=O)n2C	i	0.0556	49.4
CCOc1ccc(NC(=O)c2ccc(Br)s2)c([N+](=O)[O-])c1	i	0.0854	68.1
COC(=O)c1ccc(CSc2c(CC(C)C)cnc3c2c(=O)n(C)c(=O)n3C)o1	i	0.0274	57.8
Cc1ccc(C(=O)Nc2ccc(SCC(=O)NCc3ccccc3)nn2)cc1	i	0.0493	43.1
CC(C)c1cc(=O)n(CC(=O)Nc2cccc3nsnc23)cn1	i	0.131	62.0
CCOc1ccc(N2CC(O)Cn3c2nc2c3c(=O)n(C)c(=O)n2C)cc1 (stereo not given)	i	0.057	28.1
CCCS(=O)(=O)N1CCC2(CC1)NC(=O)N(CCOc1ccccc1)C2=O	i	0.054	40.0
O=C(CCN1CCN(C2c3ccccc3-c3ccccc32)CC1)Nc1cccc(C(F)(F)F)c1	i	0.081	43.5
COc1ccc(/C=C/C(=O)Nc2ccc(Nc3ccc(C)nn3)cc2)cc1OC	i	0.0784	60.3
CCOc1ccc(OCC(=O)N2CCN(c3ncnc4c3nnn4CC)CC2)cc1	i	0.03	37.1
CCCN1C(=O)CCc2cc(NC(=O)c3ccccc3OC)ccc21	i	0.0786	52.3
COc1cc(COCC2CCN(CC(=O)Nc3nc(C)cs3)CC2)cc(OC)c1	i	0.0505	63.7
